CAL PDZ FP-1: inhibitors of human CAL PDZ peptide binding | purified CAL PDZ, TMR-peptide fluorescence polarization, 1 h | inhibition, % at 24.9 µM | 300,000 tested, 0.92% active | AID 602252;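 active means mean inhibition of at least 30% with at least half of replicates also reaching 30%; inconclusive means no clear call, values can overlap the other calls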;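 further: 0% = DMSO neutral control and 100% = excess unlabeled competitor peptide PRC23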
Tat export inh: blocks Tat-dependent protein export in E. coli | E. coli MC4100 TorA-mCherry Tat export, fluorescence | inhibition, % at 10 µM | 340,000 tested, 0.036% active;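 active means mean replicate inhibition at least 50% and at least half of replicates individually reaching 50%; inconclusive means only one of the two criteria met; inactive means neither criterion met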;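 further: exported cargo escapes ClpAP degradation while cytoplasmic cargo is degraded and loses fluorescence; 0% = median of neutral control wells and 100% = median of NaSCN control wells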
dFosB act: enhances mouse delta FosB homodimer DNA binding. purified delta FosB, TAMRA-CDK5 oligo fluorescence polarization; percent of positive-control signal above neutral wells. activation, % at 25 µM. AID 493131. P13346. 340,000 tested, 0.99% active;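 active means mean activation above about 17%, with every replicate also reaching it, limit read from the data, passing the limit was not always enough; inconclusive means only one of the two conditions met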;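 further: fluorescence polarization rise as delta FosB binds a TAMRA Cdk5 AP-1 oligo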
Wnt act: activators of Wnt/beta-catenin signaling; Wnt/beta-catenin reporter cell assay, activator, plate reader; activation, % at 9.35 µM; 300,000 tested, 1.2% active; in the data active means activation above about 30%, passing the limit was not always enough; inconclusive means no clear call, values can overlap the other calls;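 further: 0% = neutral control wells and 100% = positive control wells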
CAL PDZ FP-2: blocks peptide binding to human CAL PDZ domain; Q9HD26; purified CAL PDZ, TMR-peptide fluorescence polarization, 1 h; inhibition, % at 20 µM; 330,000 tested, 0.02% active; AID 504414;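 active means highest replicate inhibition of at least 40%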;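 further: plate controls were DMSO neutral control wells for no effect and unlabeled competitor peptide control wells for full effect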
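Assay system – tagged CAL PDZ protein CerCALP, purified · Timing – 1 h at RT · Compound – single point, 20 µM · Measured by – fluorescence polarization from S- and P-plane intensities, G-factor corrected · Evaluation – inhibition from polarization loss · Probe or stimulus – TMR reporter peptide T*-PRC34 · Buffer or medium – pH 7.4 phosphate-saline buffer, reducing agent, detergent, IgG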
Rtt109 Vps75: inhibitors of Candida albicans Rtt109/Vps75 histone acetyltransferase; Q5AAJ8; purified Rtt109/Vps75, ThioGlo CoA-SH fluorescence, 4 h; inhibition, % at 34.9 µM; 330,000 tested, 0.16% active;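 active means inhibition of at least 50% in every replicate; inconclusive means best replicate reaches 50% inhibition but some replicates fall short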
Target sequence (Q5AAJ8 whole entry, looked up): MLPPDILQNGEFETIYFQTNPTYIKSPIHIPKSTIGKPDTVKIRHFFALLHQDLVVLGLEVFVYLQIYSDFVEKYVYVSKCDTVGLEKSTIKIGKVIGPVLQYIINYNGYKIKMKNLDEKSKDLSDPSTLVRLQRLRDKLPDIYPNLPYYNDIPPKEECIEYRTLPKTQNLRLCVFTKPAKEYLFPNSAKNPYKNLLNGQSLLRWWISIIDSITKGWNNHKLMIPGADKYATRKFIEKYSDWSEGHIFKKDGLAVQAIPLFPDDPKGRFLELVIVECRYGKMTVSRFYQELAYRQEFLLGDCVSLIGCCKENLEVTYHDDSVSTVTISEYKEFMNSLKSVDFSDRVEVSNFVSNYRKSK
V-ATPase pHluor: alters yeast V-ATPase proton transport | S. cerevisiae, pHLuorin cytosolic pH fluorescence | response, % at 10 µM | 350,000 tested, 0.37% active | AID 504577; in the data active means response mostly above about 7.3%, no sharp cut-off; inactive means mostly below about 5.4%; further: actives read high; inactives centre near 0; some compounds called inactive have numbers as strong as hits; reference of the scale not given here
CDK5 inh: blocks human CDK5/p35 kinase activity | Q00535+Q15078 | Recombinant CDK5/p35, ADP-Glo luminescence, 60 min | inhibition, % at 10 µM | 330,000 tested, 0.01% active;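 active means highest replicate inhibition of at least 50% and at least 75% of replicates reaching 50%; inconclusive means only one of the two criteria met; inactive means both criteria failed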;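 further: plate controls were DMSO neutral control for no effect and GW8510 at 10 µM for full effect; many of its hits are not listed in these tables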
Target sequence (Q00535 whole entry, looked up): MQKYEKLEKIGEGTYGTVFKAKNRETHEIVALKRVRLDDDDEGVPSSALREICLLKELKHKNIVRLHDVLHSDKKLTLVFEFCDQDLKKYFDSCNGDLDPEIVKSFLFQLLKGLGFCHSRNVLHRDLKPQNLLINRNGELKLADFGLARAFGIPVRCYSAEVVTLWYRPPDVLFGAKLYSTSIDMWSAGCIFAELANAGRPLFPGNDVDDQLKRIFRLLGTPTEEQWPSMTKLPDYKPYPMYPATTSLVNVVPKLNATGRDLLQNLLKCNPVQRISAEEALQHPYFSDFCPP
Target sequence (Q15078 whole entry, looked up): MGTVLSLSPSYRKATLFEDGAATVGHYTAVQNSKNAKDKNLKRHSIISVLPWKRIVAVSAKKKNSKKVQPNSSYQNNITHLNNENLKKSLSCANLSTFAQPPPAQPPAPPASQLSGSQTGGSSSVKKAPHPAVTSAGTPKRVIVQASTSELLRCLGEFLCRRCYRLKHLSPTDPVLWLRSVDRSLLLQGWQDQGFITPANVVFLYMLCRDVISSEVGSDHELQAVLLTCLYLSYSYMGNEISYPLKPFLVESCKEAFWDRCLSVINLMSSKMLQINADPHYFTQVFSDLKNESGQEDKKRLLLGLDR
RTF Ca sens act: increases calcium sensitivity of human cardiac regulated thin filaments; AID 493008; activation, % at 7.2 µM; 340,000 tested, 0.24% active; IANBD-labeled TnC RTF fluorescence at EC20 calcium; 0% EC20 calcium, 100% full calcium; P19429+P45379;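 active means activation above the mean over all tested compounds plus 3 SD, cut at about 30% in these data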;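 further: rise in fluorescence read as greater calcium sensitivity of cardiac thin filaments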
MITF TRPM1 HTS: increases MITF-driven TRPM1 promoter luciferase signal; SK-MEL-5 TRPM1-promoter luciferase, 24 h; % of positive control, neutral wells = 0; activation, % at 12.5 µM; 300,000 tested, 0.75% active; AID 588334;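 active means mean activation of at least 80% with every replicate also reaching 80%; inconclusive means mean reaches 80% but some replicate falls short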;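 further: 0% = neutral control wells and 100% = parthenolide positive control wells; values of inactives mirror those of a sister screen read the other way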
* marks the source's active call; other numbers are inactive results; i = inactive; ? = inconclusive; / = no result given.

SMILES	CAL PDZ FP-1	Tat export inh	dFosB act	Wnt act	CAL PDZ FP-2	Rtt109 Vps75	V-ATPase pHluor	CDK5 inh	RTF Ca sens act	MITF TRPM1 HTS
Cc1cc(C)c(C)c(S(=O)(=O)N2CCN(c3ccccn3)CC2)c1C	-5	2	-6	-4	-2.8	1	-1	-1.2	12	-2
O=C(COC(=O)c1ccc(Cl)nc1)NCCc1ccc(F)cc1	7	10	-7	1	0.0	7	-4	0.6	1	5
CCCCN(C)S(=O)(=O)c1cc2c(cc1Br)CCN2C(=O)C1CC1	-2	1	-16	-2	-1.9	0	2	-2.2	6	0
O=C(Nc1ccc2c(c1)CCC2)c1cccs1	-6	-1	-25	55*	-0.8	0	-4	3.7	-3	66
CCOC(=O)c1c(-c2ccccc2)csc1NC(=O)CSc1ccccc1	-4	-1	-11	/	-0.9	3	0	/	0	-9
Cc1ncc(CO)c(/C=N/NC(=O)c2ccccc2Br)c1O	-1	7	0	-11	-3.0	i	-1	0.6	-3	-7
Cc1ccc(NC(=O)CCC(=O)NCCO)cc1	-3	-2	-2	/	0.2	-2	5	0.0	-3	-11
COc1cc(C(=S)N2CCCC2)cc(OC)c1OC	5	15	6	1	-0.2	1	5	2.6	0	-13
Cc1ccc(NC(=S)N2CCN(Cc3ccc4c(c3)OCO4)CC2)c(C)c1	-2	-4	-7	-6	-1.7	4	1	-1.2	1	-11
COc1cc2sc(C)nc2c2ccccc12	1	-5	-7	0	-0.3	-10	1	1.9	0	-4
Cc1ccc(C2NC(c3ccc(C)cc3)C([N+](=O)[O-])C(C)(C)C2[N+](=O)[O-])cc1 (stereo unspecified)	-1	-6	6	-4	-1.9	0	2	0.7	5	-7
CC1(C)NC(=O)N(CC(=O)N2CCN(S(=O)(=O)c3cc(Cl)ccc3Cl)CC2)C1=O	1	-4	-4	-3	0.6	-2	0	-2.5	-2	0
COc1ccc(C(=O)Nc2ccccc2C(=O)N/N=C/c2cccc3ccccc23)cc1	6	4	0	/	-0.8	-2	-2	-0.2	-2	/
CC(=O)c1ccc(OCCNS(=O)(=O)c2ccc(-n3cnnn3)c(C)c2)cc1	7	-9	-7	-1	-1.2	7	1	1.7	-6	-10
Cn1c(=NC(=O)CSCC(=O)N2CCCCC2)sc2ccccc21	-1	-7	-6	/	-0.1	-4	-2	1.6	-6	10
CC(C)OC(=O)CC1C(=O)NCCN1C(=S)NC(=O)c1ccc(F)cc1 (stereo unspecified)	4	3	3	0	-1.5	-9	3	-1.1	-5	-2
O=C(O)CC(CC(=O)O)c1ccsc1	-3	-5	11	-2	1.1	-2	-3	0.8	-4	24
CC(=O)NC(CCC(=O)O)C(=O)O (stereo unspecified)	3	-4	4	2	-0.2	1	6	-1.5	0	-6
Oc1cccc(/C=C/c2ccc3cccc(O)c3n2)c1	0	-3	-16	40*	0.5	-2	-4	-0.4	2	12
CC(=O)Nc1ccc(S(=O)(=O)Nc2nccc(/C=C/c3ccccc3F)n2)cc1	5	-1	-1	-2	-1.1	1	0	-0.3	-1	-3
O=C(NCCN1CCCCC1)Nc1ccc([N+](=O)[O-])cc1	-2	18	-3	0	-0.4	51*	4	0.7	3	-3
CC1=NN(C(=O)c2ccccc2C)C(O)(c2ccc(Cl)cc2)C1 (stereo unspecified)	-4	-7	-8	3	/	-6	1	0.0	0	5
Cc1noc(C)c1C(=O)Nc1ccc(S(=O)(=O)N2CCC(C)CC2)cc1	-4	1	-3	1	-1.6	4	1	1.3	-3	-3
CC1CCN(CC(=O)n2c3c(c4ccccc42)CCCC3)CC1	-3	2	-3	/	-2.7	7	-5	-0.8	-4	2
O=C(O)C1CCN(S(=O)(=O)Cc2ccccc2)CC1	0	-13	1	0	0.2	16	0	-0.7	-4	-6

(next part)
SMILES	CAL PDZ FP-1	Tat export inh	dFosB act	Wnt act	CAL PDZ FP-2	Rtt109 Vps75	V-ATPase pHluor	CDK5 inh	RTF Ca sens act	MITF TRPM1 HTS
CCC(=O)c1ccc(OCC(=O)N2CCN(S(=O)(=O)c3ccc(Cl)s3)CC2)cc1	-5	-9	-6	0	-1.4	-16	1	0.5	-1	2
CCOC(=O)c1c(S(=O)(=O)N2CCN(C3CCCCC3)CC2)c(C)n(C)c1C	-3	-4	-5	-2	-1.8	?	-4	0.6	-3	6
O=C(CSc1nnc2sc3ccccc3n12)N1CCN(c2ccccc2)CC1	/	-8	-4	-1	-1.5	-9	-2	0.1	5	-48
O=C1c2cccc3cccc(c23)C(=O)N1CC1CCN(S(=O)(=O)c2ccc(F)cc2)CC1	-5	5	-4	-3	0.1	0	-2	1.9	19	0
c1cncc(CNc2c3c(nc4nnnn24)CCCC3)c1	-3	10	-2	/	-0.1	-9	-23	1.3	5	-9
CCCC1CCC(C(=O)Nn2c(C)nc3ccccc3c2=O)CC1 (stereo unspecified)	-3	-3	-6	-2	0.0	3	-1	1.0	-3	-3
CCC(=O)N1CCN(c2ccccc2NC(=O)c2cccs2)CC1	-5	4	2	-1	-2.1	-7	0	1.0	-2	3
COc1cccc(C(=O)CSc2nnc(CNS(=O)(=O)c3ccc(C)cc3)n2C)c1	-1	8	-12	/	-0.9	6	1	0.8	-1	-4
O=C(c1cc(-c2ccccc2)nc2ccccc12)N1CCCc2ccccc21	1	14	-7	/	-0.3	2	2	-1.9	7	-2
NC(=O)c1ccccc1OCC(=O)N1CCc2ccccc2C1	0	-3	-4	1	-1.3	-4	-72	-2.0	4	6
Cc1cc(C)cc(N(C(=O)Cn2nnc(-c3ccccc3)n2)C(C(=O)NC2CCCCC2)c2ccccn2)c1 (stereo unspecified)	-2	-6	-1	-3	0.7	3	-1	-1.0	0	13
CCCCn1c(=NC(C)=O)c(C#N)cc2c(=O)n3cccc(C)c3nc21	-3	-1	-9	-3	-1.0	16	-2	-0.7	1	3
COC(=O)c1cc2c(s1)-c1cc(F)ccc1OC2	-2	24	-2	-1	-0.6	4	4	0.8	-4	-1
CC1CN(S(=O)(=O)Cc2ccccc2)CC(C)O1 (stereo unspecified)	8	10	1	/	/	4	4	-1.1	-2	-5
COc1ccccc1CNC(=O)c1ccc(C)s1	-5	3	2	-1	9.4	-9	6	0.8	3	27
C=CCN(CC=C)C(=S)NC(=O)c1ccc([N+](=O)[O-])cc1	-1	-17	0	/	-0.3	1	0	2.8	-3	-13
CCc1cc2c(=O)n(-c3ccccc3)c(SCC(N)=O)nc2s1	/	2	1	2	-1.0	1	-3	0.7	6	-6
C/C=C/c1cc(CN2CCN(c3ccc(OC)cc3)CC2)c(O)c(OC)c1	-1	1	1	-2	1.1	-1	-1	-0.8	-2	-1
CC(C)CN(C(=O)COC(=O)c1ccc(C#N)cc1)C1CCS(=O)(=O)C1 (stereo unspecified)	1	8	9	-4	0.6	-8	1	-1.3	4	8
COc1ccc(Cl)cc1C=CC=NNC(=O)c1ccncc1	-7	-2	-8	0	-0.6	-3	1	-1.8	-7	4
O=S(=O)(c1ccc(F)cc1)n1ccc(-c2cccc(OCc3ccc(Cl)cc3Cl)c2)n1	0	-3	3	-3	-1.3	7	-2	0.7	6	/
COc1ccc(C(C(=O)NCC2CCCO2)N(Cc2ccc(F)cc2)C(=O)CNC(=O)c2ccco2)cc1OC (stereo unspecified)	-2	4	-3	-2	0.1	-5	4	-0.1	-6	1
COC(=O)C1C(O)=C(C(C)=Nc2cccc3ccccc23)C(=O)CC1(C)C (stereo unspecified)	-7	-9	4	5	-1.0	0	-1	-0.6	0	-12
c1ccc2c(c1)nc(NCCN1CCOCC1)c1nncn12	/	-6	-3	-2	0.2	-2	-1	-1.2	-1	-16
Cn1c(=O)[nH]c(=O)c2c1nc(N1CCOCC1)n2CCN1CCOCC1	-4	-2	8	-5	-0.4	-3	0	-0.1	-7	-3

The listing continues:
SMILES	CAL PDZ FP-1	Tat export inh	dFosB act	Wnt act	CAL PDZ FP-2	Rtt109 Vps75	V-ATPase pHluor	CDK5 inh	RTF Ca sens act	MITF TRPM1 HTS
CCCCN(CCCC)CC(O)CN(c1cc([N+](=O)[O-])ccc1OC)S(=O)(=O)c1ccccc1 (stereo unspecified)	/	1	-10	/	-0.4	2	-1	-1.6	-5	0
NC(=O)c1ccccc1NC(=O)COc1ccc2c(c1)OCO2	/	?	2	25	0.0	8	3	-1.1	-6	132*
CC1=C(C)CC(C(=O)NNC(=O)c2ccccc2O)C(C(=O)O)C1 (stereo unspecified)	0	-3	-6	/	-0.1	-2	-3	-0.6	7	-1
Cc1cccc(NC(=S)NC(=O)c2ccc(-c3ccccc3)cc2)n1	-4	-4	-23	20	-0.7	-4	-1	-0.6	-4	32
O=C1Nc2ccccc2N(O)N1c1cc(-c2ccccc2)[nH]n1	6	22	-6	-4	-1.7	0	-1	-0.9	-5	-9
CC(=O)Nc1ccc(Nc2cc(N3CCOCC3)c3nonc3c2[N+](=O)[O-])cc1	/	-6	0	1	-0.9	13	1	4.1	3	-13
Cc1cc(C)cc(NC(=S)NCCCO)c1	-3	-3	2	-1	0.6	-4	-3	1.3	2	-9
O=C(CCN1C(=O)c2ccccc2C1=O)CN1CCOCC1	8	-3	0	-1	31	-1	1	1.2	0	-7
Cc1cc2c(cc1S(=O)(=O)Nc1cccc(C)c1C)n(C)c(=O)c(=O)n2C	-2	-3	-1	-4	-1.4	7	2	-0.9	4	-8
Cc1ccc(-n2nc(C)c(NC(=O)CCl)c2C)cc1C	-2	-2	5	6	-2.6	-6	3	-0.2	7	31
O=C(CCCN1C(=O)c2ccccc2C1=O)Nc1ccc2c(c1)OCCO2	14	-2	2	0	1.0	0	-2	-0.1	3	12
CC1(C)OC2C(CO)OC(n3cnc4c(=S)nc[nH]c43)C2O1 (stereo unspecified)	-5	-8	-5	2	-1.1	7	-1	-0.5	1	0
Cc1ccc(-n2nc(C(=O)NCc3ccc(C)o3)c3c4ccccc4n(C)c3c2=O)cc1	-3	1	-10	-11	-1.4	0	3	-0.1	-1	/
COc1cccc2cc(C(C)OC(=O)Nc3ccc(C)cc3)oc12 (stereo unspecified)	-3	6	2	0	-3.5	-3	1	0.4	-5	8
Cc1ccc(NC(=S)Nc2ccc(F)cc2)c(C)c1	-3	-3	2	7	-2.6	/	-12	0.4	-5	2
O=[N+]([O-])c1ccc(Cl)cc1N1CCOCC1	-2	-6	-1	-1	-1.3	-1	5	0.1	-2	-9
Cc1nnsc1C(=O)NNC(=O)c1cccc2ccccc12	-7	-4	2	14	-0.5	6	-2	-0.1	2	-5
COc1cc(C(=O)N2CCN(c3ncnc4sc(C)c(C)c34)CC2)cc(OC)c1OC	-7	11	-2	-5	-0.5	-2	1	0.4	-1	-4
CC(C)(C)C1CCC2(CC1)C(Nc1cccc(C(F)(F)F)c1)=NC(=S)N2CC#N (stereo unspecified)	-3	3	-11	/	/	0	3	1.0	6	/
COc1ccc(OCCCC(=O)NCC(C)C)cc1	0	-5	2	/	-1.2	-3	-2	1.0	7	-8
